High-throughput results (PubChem BioAssay)
AP ELISA ortho = alternative pathway complement inhibition, orthogonal assay; Human serum alternative complement pathway, LPS-coated ELISA, C3 deposition; tested in compound mixtures; inhibition, % at 5 µM; actives 0.08% (n = 62,000); AID 1235;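 active = inhibition above 30% in each of the two pooled mixtures holding the compound, so the lower value exceeds 30%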;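 note: 0% = serum in Mg-EGTA without compound and 100% = EDTA serum blank; some compounds past the cut are filed as inactive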
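Medium: diluted human serum in Mg2+-EGTA GVB++. Assay system: human serum complement alternative pathway, C3 deposition onto LPS. Also added: Plate-bound LPS. Technique: Anti-C3 ELISA, OD 450 nm. Measure: percent inhibition. Incubation: 1 h at 37 °C. Dosing: 5 µM each compound, pools of ten, 50 µM per pool.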
CatB block = human cathepsin B inhibition; purified cathepsin B, fluorogenic substrate, fluorescence; actives 0.1% (n = 63,000); inhibition, %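 (tested at 10 µM)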; in the data active = inhibition above about 21%;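 note: 0% = enzyme with no compound and 100% = no enzyme blank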
E coli RNAP = inhibitors of Escherichia coli RNA polymerase. actives 0.2% (n = 62,000). E. coli RNA polymerase, fluorescence transcription assay. inhibition, %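 (tested at 10 µM)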. P0A8V2; in the data active = inhibition above about 20%;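 note: 0% = enzyme without compound and 100% = no enzyme blank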
D1 allo mod = D1 dopamine receptor (human) allosteric modulation; AID 641; P21728; B-score at 10 µM; HEK293 D1, CRE-luciferase, dopamine EC30 potentiation; actives deviate in either direction; actives 5.9% (n = 58,000);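 active = luminescence count or its row- and column-corrected plate score outside the 99.7% band of the plate's sample wells, on either side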
Target sequence (P21728 whole entry, looked up): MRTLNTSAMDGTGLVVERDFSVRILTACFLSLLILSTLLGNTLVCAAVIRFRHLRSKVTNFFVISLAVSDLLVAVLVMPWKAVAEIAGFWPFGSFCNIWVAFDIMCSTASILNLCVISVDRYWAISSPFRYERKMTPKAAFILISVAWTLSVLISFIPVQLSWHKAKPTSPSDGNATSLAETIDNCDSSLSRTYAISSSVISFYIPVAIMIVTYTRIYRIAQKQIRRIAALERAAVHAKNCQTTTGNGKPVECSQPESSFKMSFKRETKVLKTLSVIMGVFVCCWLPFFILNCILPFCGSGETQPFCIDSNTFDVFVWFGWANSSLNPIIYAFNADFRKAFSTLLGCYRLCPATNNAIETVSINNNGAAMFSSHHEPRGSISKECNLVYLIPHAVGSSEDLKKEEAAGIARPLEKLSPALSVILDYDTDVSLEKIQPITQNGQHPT
Cdc25B block = inhibitors of human Cdc25B phosphatase; P30305; inhibition, %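 (compounds tested at 10 µM final in the well)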; actives 0.1% (n = 65,000); recombinant Cdc25B, OMFP fluorescence Ex485/Em525; in the data active = inhibition above about 50%
tolC growth inh = E. coli tolC mutant growth inhibition; E. coli BW25113 tolC mutant growth, OD615; growth inhibition, % at 10 µM (by protocol); actives 2.2% (n = 65,000); AID 573;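 active = growth inhibition at or above a cutoff equal to the mean over every tested compound plus 3 SD, cut at about 60% in these data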;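 note: growth measured after 20 h incubation at 37 °C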
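test system = E. coli BW25113 ΔtolC::kan bacteria | medium = LB with kanamycin 50 µg/mL | signal = OD at 615 nm | schedule = 37 °C, 20 h exposure | evaluation = % inhibition of E. coli growth | compound dosing = one dose of 10 µM final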
Hsp90 inh = displaces geldanamycin probe from tumor Hsp90 | NCI-N417 lysate Hsp90, Cy3B-geldanamycin FP displacement | inhibition, % at 30 µM | actives 0.35% (n = 64,000) | AID 429;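 active = inhibition above 50%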;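 note: 0% = tracer plus lysate wells and 100% = tracer alone without lysate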
DUSP1 inh = human dual specificity phosphatase 1 inhibition. P28562. recombinant MKP-1, OMFP hydrolysis fluorescence. inhibition, %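 (compounds tested at a single concentration somewhere between 10 and 100 µM)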. actives 0.15% (n = 65,000). AID 374;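 active = inhibition above about 50%, limit read from the data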;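 note: 0% = DMSO max control wells and 100% = wells with enzyme stopped by NaOH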
Target sequence (P28562 whole entry, looked up): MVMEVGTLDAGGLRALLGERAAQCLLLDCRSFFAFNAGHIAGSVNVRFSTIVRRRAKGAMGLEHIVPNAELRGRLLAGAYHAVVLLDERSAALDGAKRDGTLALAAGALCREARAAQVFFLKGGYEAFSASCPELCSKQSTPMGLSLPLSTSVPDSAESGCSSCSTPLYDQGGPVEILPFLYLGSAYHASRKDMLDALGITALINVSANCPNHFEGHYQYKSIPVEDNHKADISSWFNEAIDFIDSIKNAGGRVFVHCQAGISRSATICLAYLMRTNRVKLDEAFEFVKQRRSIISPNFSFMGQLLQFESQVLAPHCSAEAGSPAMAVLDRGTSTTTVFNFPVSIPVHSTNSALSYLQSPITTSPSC
CatB mixtures = human cathepsin B inhibition by mixtures. inhibition, %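 (ten-compound pools at 5 µM per compound and 50 µM total)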. Purified cathepsin B, AMC dipeptide fluorescence, compound mixtures. AID 488. actives 0.06% (n = 62,000); in the data active = inhibition above about 22%, passing the limit was not always enough;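 note: 0% = enzyme without compound and 100% = no enzyme blank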
An asterisk follows results filed as active; . = not tested or not shown.

SMILES	AP ELISA ortho	CatB block	E coli RNAP	D1 allo mod	Cdc25B block	tolC growth inh	Hsp90 inh	DUSP1 inh	CatB mixtures
CC1(C)CC(NC(=O)CC2CCCCC2)CC(C)(C)N1	16	5	2	-0.098	-8	-15	-1	3	-2
COc1cc2c(cc1OC)CN(Cc1cccs1)CC2	-14	.	0	-4.6	-6	4	-2	-2	-3
Cn1c(COc2ccccc2)nnc1SCC(=O)Nc1ccc(N2CCOCC2)c(Cl)c1	6	3	12	0.083	-7	-14	2	6	2
CC1CCCCN1c1nc(-c2ccncc2)nc2ccccc12 (stereo not drawn)	8	0	.	13*	-1	100*	-3	18	6
CCOC(=O)N1CCC(NC(=O)CCC(=O)N2CC(C)Oc3ccc(Cl)cc32)CC1 (stereo not drawn)	-3	1	7	0.47	0	3	3	-5	4
COc1cc(OC)cc(-c2nnc(Nc3nc4c(F)cccc4s3)o2)c1	1	-2	3	-0.16	0	28	1	17	7
CC(CCc1ccccc1)NC(=O)CN1CCOc2ccccc21 (stereo not drawn)	-1	1	2	0.19	-12	6	1	3	-6
O=C(CCc1nc(-c2ccccc2F)no1)Nc1ccc(Oc2ccccc2)cc1	7	3	0	8.6*	5	81*	3	27	1
CCOC(=O)C1=C(C)Nc2nc(SCc3cccnc3)nn2C1c1ccc(OC)cc1 (stereo not drawn)	19	2	4	1.5	-7	-4	-2	7	4
COc1ccccc1NC(=O)C1CCCCN1S(=O)(=O)c1ccc(F)cc1 (stereo not drawn)	25	2	2	.	-5	13	-2	2	5
Cc1cc(C(=O)Nc2ccccc2C(F)(F)F)no1	13	-6	5	0.61	-14	-21	0	9	7
CCCCN1c2cc(C)c(O)cc2C(C(=O)OCC)C1C (stereo not drawn)	-6	-1	-1	0.54	2	-1	2	-25	0
COc1ccc(C2=NCC(CSc3nnnn3C)S2)cc1 (stereo not drawn)	4	-2	2	0.74	-6	-4	0	-6	-1
C=CCn1c(SCC(=O)Nc2ccc3c(c2)OCCO3)nnc1-c1ccccn1	22	6	5	0.33	-1	8	-3	-11	0
CCSc1ccccc1C(=O)NCc1ccc(S(N)(=O)=O)cc1	-1	3	9	-3*	1	-12	-3	-4	3
O=C(O)CCCC(=O)Nc1ccccc1C(=O)O	7	3	13	0.007	-8	-14	-10	-13	4
O=c1[nH]c2cc3c(cc2cc1C(c1nnnn1CC1CCCO1)N1CCCCCC1)OCO3 (stereo not drawn)	-15	4	8	0.47	2	5	-11	-17	1
O=C(CN(Cc1ccco1)S(=O)(=O)c1cccs1)Nc1ccccc1C(F)(F)F	11	-6	3	-0.43	-10	16	-2	9	4
COC(=O)Cn1cnc2c(nnn2Cc2ccc(Cl)cc2)c1=O	16	6	1	1.7	-12	-4	-2	-3	1
COCCNC(=O)CN(c1cccc(OC)c1)S(=O)(=O)c1ccc(C)cc1	3	1	8	-0.32	2	-10	-2	0	6

One compound at a time, as listed above:
CCOC(=O)N1CCC(NC(=O)CCC(=O)N2CC(C)Oc3ccc(Cl)cc32)CC1 (stereo not drawn) is listed as AP ELISA ortho = -3; CatB block = 1; E coli RNAP = 7; D1 allo mod = 0.47; Cdc25B block = 0; tolC growth inh = 3; Hsp90 inh = 3; DUSP1 inh = -5; CatB mixtures = 4
COc1cc(OC)cc(-c2nnc(Nc3nc4c(F)cccc4s3)o2)c1 is listed as AP ELISA ortho = 1; CatB block = -2; E coli RNAP = 3; D1 allo mod = -0.16; Cdc25B block = 0; tolC growth inh = 28; Hsp90 inh = 1; DUSP1 inh = 17; CatB mixtures = 7

Continued:
SMILES	AP ELISA ortho	CatB block	E coli RNAP	D1 allo mod	Cdc25B block	tolC growth inh	Hsp90 inh	DUSP1 inh	CatB mixtures
Cc1ccc(-n2c(SCC(=O)NCc3cccs3)nnc2-c2ccoc2C)cc1	6	-1	5	-0.061	-4	8	-3	14	-1
CCN(CC)S(=O)(=O)c1ccc2c(c1)c(=O)c(C(=O)NCCCN(C)c1ccccc1)cn2C	16	1	-3	0.38	2	1	0	37	2
Cc1c(C(=O)Nc2ccc(F)cc2)oc2ccc(S(=O)(=O)N3CCC4(CC3)OCCO4)cc12	14	5	2	-0.73	-6	48	-4	36	-2
CCCCOC(=O)c1ccc(NC(=O)c2ocnc2C)cc1	2	-4	6	0.46	-6	13	-5	31	2
COC(=O)c1ccccc1NC(=O)c1ccccc1NS(C)(=O)=O	-2	-1	0	-0.043	-3	10	1	0	2
COc1cccc(C(=O)N(c2ccc(OC)cc2OC)C2C=CS(=O)(=O)C2)c1 (stereo not drawn)	-5	9	12	-0.21	4	-12	-2	7	-2
Cc1nc(=O)c(-c2ccccc2)c(C)n1-c1ccc(C(=O)O)cc1	7	4	5	-0.32	-3	-17	0	4	0
COc1ccccc1CCNC(=O)c1cnn2c(C(F)F)cc(C)nc12	13	2	-3	.	-3	12	-4	9	2
Cn1c(NC(=O)c2cccc(C(F)(F)F)c2)cc(=O)n(C)c1=O	7	2	10	7*	-12	-4	-3	10	4
CCCCn1c(SCC(=O)c2ccc(OC)cc2OC)nc2cc(S(N)(=O)=O)ccc21	19	0	1	2.5	28	6	-1	54*	4
CCOC(=O)C1CCCN(c2nc3ccccc3nc2C(C#N)C(=O)NCc2ccccc2)C1 (stereo not drawn)	0	4	4	0.61	-4	1	2	-12	4
CCNC(=O)c1sc(-c2ccccc2)nc1C	6	0	5	0.75	1	-9	4	4	1
CC(=O)c1oc2ccccc2c1NC(=O)COC(=O)c1ccc(-n2nc(C)cc2C)cc1	-11	3	-8	0.35	-5	-5	-4	-2	-5
c1cc(CNc2ccc3c(c2)OCO3)ccn1	4	2	3	0.38	-5	-13	9	-7	-2
CC(=O)c1c(C)[nH]c(C(=O)OCC(=O)Nc2cc(C(F)(F)F)ccc2N2CCOCC2)c1C	-3	1	-9	0.74	-6	36	-1	33	-10
COc1cc(-c2nnc(-c3cccs3)o2)cc(OC)c1OC	-7	0	11	0.049	-9	-2	-3	7	-1
COc1ccccc1N(CC(=O)Nc1ccc2c(c1)OCCO2)S(C)(=O)=O	6	-2	1	0.01	-5	-6	-6	9	-1
O=C(CN1CCN(c2ccc(F)cc2)CC1)N1CCC(Cc2ccccc2)CC1	-5	3	10	-0.38	7	44	0	23	0
Cc1noc(C)c1S(=O)(=O)N(CC(=O)N1CCCC1)c1ccc(C(C)C)cc1	-3	0	10	0.094	-5	14	0	0	-2
Cc1cc(NC(=O)COC(=O)COc2ccc(C(=O)c3ccccc3)cc2)no1	8	1	.	.	2	-1	-1	21	-4

Looked up one by one from the entries so far, four records:
SMILES	AP ELISA ortho	CatB block	E coli RNAP	D1 allo mod	Cdc25B block	tolC growth inh	Hsp90 inh	DUSP1 inh	CatB mixtures
CCCCN1c2cc(C)c(O)cc2C(C(=O)OCC)C1C (stereo not drawn)	-6	-1	-1	0.54	2	-1	2	-25	0
CC(=O)c1c(C)[nH]c(C(=O)OCC(=O)Nc2cc(C(F)(F)F)ccc2N2CCOCC2)c1C	-3	1	-9	0.74	-6	36	-1	33	-10
COC(=O)c1ccccc1NC(=O)c1ccccc1NS(C)(=O)=O	-2	-1	0	-0.043	-3	10	1	0	2
Cc1ccc(-n2c(SCC(=O)NCc3cccs3)nnc2-c2ccoc2C)cc1	6	-1	5	-0.061	-4	8	-3	14	-1

The results go on.
SMILES	AP ELISA ortho	CatB block	E coli RNAP	D1 allo mod	Cdc25B block	tolC growth inh	Hsp90 inh	DUSP1 inh	CatB mixtures
CCOc1ccc(S(=O)(=O)Nc2ccccc2C(=O)NCC2CCCO2)cc1 (stereo not drawn)	9	1	4	-0.86	-8	7	-2	8	1
COc1cccc2cc(C(=O)NC3CC(C)(C)NC(C)(C)C3)c(=O)oc12	.	.	.	-0.0065	-16	-7	-1	0	.
CCCCC(c1nnnn1CS(=O)(=O)c1ccc(C)cc1)N1CCN(c2ccccc2)CC1 (stereo not drawn)	17	3	7	-0.13	-16	-7	-3	-12	7
O=C(c1nc2n(n1)C(c1ccc(Cl)cc1)C=C(c1ccccc1)N2)N1CCOCC1 (stereo not drawn)	3	2	7	1.5	-3	-8	3	14	4
CCN1CCN(C(=O)Nc2cccc(C(F)(F)F)c2)CC1	1	3	0	0.12	5	-17	-4	9	-2
COc1ccc(C(NC(=O)C(C)(C)C)NC(=O)C(C)(C)C)cc1	15	-2	1	-0.75	3	5	1	8	3
CCC1CCCCN1CCCNC(=O)Cn1nc(-c2ccc(C)cc2)ccc1=O (stereo not drawn)	8	3	3	0.065	-7	-3	-2	-5	2
CCOc1c(Br)cc(C2NS(=O)(=O)N=C3CCCCCN32)cc1OC (stereo not drawn)	13	2	6	1.1	6	-4	-2	-3	-1
Cc1onc(-c2ccccc2Cl)c1C(=O)Nc1ccc(OCC(=O)N2CCOCC2)cc1	.	.	.	-0.87	-6	-6	-4	8	.
CCn1cnc2cc(NCc3nc4ccccc4n3C)ccc21	45	5	4	-2.7	-3	-4	-4	1	1
COC(=O)CCN(C(=O)c1ccc2c(c1)OCO2)c1ccccn1	2	17	3	.	-10	-13	-3	-5	3
O=C(Nc1ccc2oc(=O)ccc2c1)c1cccnc1	10	0	5	.	17	-25	-3	-2	5
O=C(OCn1nnc2ccccc2c1=O)c1ccc2ccccc2n1	2	7	7	-0.32	-13	7	0	22	4
Cc1ccc(C)c(N2CCN(C(=O)C3CCN(S(=O)(=O)c4c(C)noc4C)CC3)CC2)c1	12	2	10	-0.0021	-1	16	-3	15	-13
COCCNC(=O)c1ccccc1NC(=O)COc1ccccc1	11	2	-6	2.3	-1	5	2	2	-2
COc1ccc(C(=O)c2oc3ccc(Br)cc3c2NC(C)=O)cc1	20	-3	2	-0.21	2	-8	1	1	13
COc1ccc2oc(C)c(NC(C)=O)c2c1	15	1	2	0.53	-16	-36	4	16	0
CCOC(=O)c1oc2ccccc2c1NC(=O)C1CCCCC1	5	1	6	9.5*	0	-6	2	-2	7
O=C(CN1CCC(n2nnc3cc(F)ccc32)CC1)NC1CCCCC1	7	2	-1	-0.55	20	-4	-5	4	2
CC1CCc2c(sc3ncnc(SCC(=O)N4CCN(C(=O)c5ccco5)CC4)c23)C1 (stereo not drawn)	10	-3	-2	.	-8	2	2	23	-2
Cc1ccc2c(CN3CCN(Cc4ccc5c(c4)OCO5)CC3)cc(=O)oc2c1C	-5	2	6	-0.28	-9	18	-2	9	-1
COc1ccc(-c2nn3c(-c4ccncc4)nnc3s2)cc1OC	12	-5	-5	1	7	-9	5	-5	-3
CCOC(=O)CSc1nnc(CNC(=O)c2cccs2)n1-c1ccccc1	2	3	1	-0.23	-5	-11	-1	-2	4
Cc1cc(C)c2oc(=O)cc(CN3CCN(Cc4ccc5c(c4)OCO5)CC3)c2c1	14	-10	6	0.12	-5	20	-1	-12	6
CC(C)C(C(=O)N1CCOCC1)N1C(=O)c2ccccc2C1=O (stereo not drawn)	11	4	6	-1.2	23	-11	-1	-2	-1
CN1/C(=C\C(=O)Nc2cccnc2)c2ccccc2CC1(C)C	5	2	7	0.055	7	-21	-2	13	8
OC1CCN(Cc2cccc(Oc3ccccc3)c2)CC1	13	.	.	0.19	-8	12	-1	3	.
CCCn1c(SCC(=O)c2cc(OC)ccc2OC)nnc1-c1ccco1	14	0	8	0.66	-5	1	-2	-14	4
Cn1nnnc1SCC(=O)N1c2ccccc2CCc2ccccc21	-2	-4	12	0.25	3	1	3	6	5
CC(=O)N1CCC(N2CCN(c3ccccc3F)CC2)CC1	3	.	13	-0.29	-1	-15	0	3	8
CCOC(=O)N1CCC(NC(=O)C2CCCN(C(=O)c3cc4sccc4n3C)C2)CC1 (stereo not drawn)	5	3	9	-0.61	-9	4	-3	9	3
COCCn1c(SCc2ccccc2Cl)nc2c1c(=O)[nH]c(=O)n2C	10	-1	6	2	0	14	1	12	2
CCOc1ccccc1N1CSC2=C(C#N)C(c3c(OC)ccc4ccccc34)CC(=O)N2C1 (stereo not drawn)	8	-3	5	-0.47	6	-13	6	32	2
